Screening results as filed in PubChem BioAssay.
SKKanGAS inh: inhibitors of SKKanGAS S. pyogenes growth in kanamycin (SK-promoter or general growth effect). BacTiter-Glo, 6 h. 300,000 tested, 1.3% active. inhibition, % at 7.5 µM;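 active = mean replicate score, as percent of positive control median, at least 50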;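 also: strain carries kanamycin resistance gene driven by streptokinase promoter and grows in 40 µg/ml kanamycin; loss of luminescence reflects streptokinase promoter inhibition or plain growth inhibition; 0% = median of DMSO wells and 100% = positive control at its reference dose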
RGS4 block: human RGS4 inhibition; 310,000 tested, 0.45% active; P49798; HEK293 M3R/RGS4 inducible, Fluo-4 calcium flux; hits give high values; triggered by carbachol at its EC20; B-score at 10 µM;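 active = B-score, a plate-corrected calcium signal, over three deviations above library mean, with baseline fluorescence within five deviations of library mean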;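 also: RGS4 expression induced by doxycycline in cells with stable M3 receptor; B-score is computed from the integrated fluorescence ratio over baseline after carbachol; higher B-score means a larger calcium signal and so more RGS4 inhibition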
HDAC3 inh: inhibitors of human histone deacetylase 3 | O15379 | recombinant HDAC3, fluorogenic peptide/trypsin coupled, fluorescence | 320,000 tested, 0.15% active | inhibition, % at 8.3 µM; in the data active = inhibition above about 26%, passing the limit was not always enough
Target sequence (O15379 whole entry, looked up): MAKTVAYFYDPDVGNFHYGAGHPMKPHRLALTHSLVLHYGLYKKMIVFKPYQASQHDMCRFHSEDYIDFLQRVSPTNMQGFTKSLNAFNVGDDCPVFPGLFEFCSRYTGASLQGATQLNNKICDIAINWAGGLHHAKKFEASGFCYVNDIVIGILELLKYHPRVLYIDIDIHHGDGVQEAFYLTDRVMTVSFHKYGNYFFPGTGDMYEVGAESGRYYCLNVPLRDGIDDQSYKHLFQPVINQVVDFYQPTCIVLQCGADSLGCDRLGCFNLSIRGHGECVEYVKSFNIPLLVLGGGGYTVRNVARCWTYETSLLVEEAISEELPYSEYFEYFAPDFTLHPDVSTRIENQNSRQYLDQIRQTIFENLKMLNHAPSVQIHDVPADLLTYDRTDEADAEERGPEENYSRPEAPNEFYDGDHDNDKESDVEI
KCNK9 inh: blocks the human KCNK9 two-pore domain potassium channel | Q9NPC2 | AID 488922 | HEK293 KCNK9, FluxOR thallium flux fluorescence; hits give low values | B-score at 10 µM | 310,000 tested, 1.2% active;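 active = ratio B-score over 3 SD below the library mean, with starting fluorescence within 5 SD of its mean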;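 also: negative B-score means less thallium flux so channel inhibition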
KCNK3 block: human KCNK3 channel inhibition, primary screen | CHO-KCNK3 thallium flux, FluxOR fluorescence; hits give low values | B-score at 10 µM | O14649 | 340,000 tested, 0.84% active;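 active = B-score under library mean minus 4 SD, starting fluorescence ratio at most library mean plus 5 SD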;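 also: more negative B-score means stronger inhibition of thallium flux through KCNK3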
RGS4 pot: RGS4 potentiation or activation; B-score at 10 µM; AID 463111; HEK293 M3R/inducible RGS4, carbachol calcium flux Fluo4; hits give low values; 310,000 tested, 0.92% active;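 active = B-score of the integrated calcium signal more than 4 SD below the library mean, with starting fluorescence not abnormally high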;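 also: negative B-score means reduced calcium response which marks RGS4 activation or potentiation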
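test system = M3R-expressing HEK293 line, RGS4 induced by doxycycline | probe or stimulus = carbachol at ECmax as muscarinic agonist stimulus | timing = dye loading 30 min 37 °C, buffer rest 30 min RT | signal = calcium dye Fluo4 fluorescence | evaluation = B score from integrated fluorescence ratio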
KCNQ1 act: human KCNQ1 channel potentiation or activation; AID 2648; P51787; CHO-K1 KCNQ1, thallium flux FluxOR fluorescence; hits give high values; 310,000 tested, 0.35% active; B-score at 10 µM;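 active = fluorescence ratio B-score, a plate-corrected score, at least three library SD, with initial intensity B-score within 5 SD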
Target sequence (P51787 whole entry, looked up): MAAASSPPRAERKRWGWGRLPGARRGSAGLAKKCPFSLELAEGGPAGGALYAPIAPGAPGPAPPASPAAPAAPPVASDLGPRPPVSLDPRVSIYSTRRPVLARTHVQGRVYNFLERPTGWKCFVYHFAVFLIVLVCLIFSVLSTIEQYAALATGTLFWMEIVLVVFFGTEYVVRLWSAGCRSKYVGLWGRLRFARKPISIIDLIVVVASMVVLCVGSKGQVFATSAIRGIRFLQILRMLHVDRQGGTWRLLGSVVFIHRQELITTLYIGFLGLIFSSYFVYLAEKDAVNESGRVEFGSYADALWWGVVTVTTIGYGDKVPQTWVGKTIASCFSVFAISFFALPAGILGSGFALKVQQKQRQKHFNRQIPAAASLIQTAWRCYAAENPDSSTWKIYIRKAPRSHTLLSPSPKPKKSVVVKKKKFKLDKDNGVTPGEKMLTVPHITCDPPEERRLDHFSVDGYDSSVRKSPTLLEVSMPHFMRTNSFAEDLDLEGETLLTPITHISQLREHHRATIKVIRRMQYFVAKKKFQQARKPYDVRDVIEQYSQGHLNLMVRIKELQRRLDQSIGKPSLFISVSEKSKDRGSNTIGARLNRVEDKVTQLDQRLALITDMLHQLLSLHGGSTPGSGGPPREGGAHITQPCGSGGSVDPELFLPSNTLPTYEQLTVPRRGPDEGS
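Assay system: CHO-K1 cells stably expressing KCNQ1; Medium: assay buffer with matched DMSO; Also added: K+/Tl+ depolarizing stimulus; Dosing: single dose; Timing: dye 90 min, compound 20 min, room temperature; Measured by: kinetic FluxOR thallium fluorescence, 10-s 1-Hz baseline, 110-s post-stimulus read; Read-out: peak-minus-minimum fluorescence over initial fluorescence, negative-control normalized, B-scored.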
KCNQ1 inh: human KCNQ1 channel inhibition | AID 2642 | B-score at 10 µM | 310,000 tested, 1.3% active | CHO-K1 KCNQ1, FluxOR thallium flux fluorescence; hits give high values;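 active = compounds whose thallium flux B-score, printed positive for inhibition, exceeds three library SD while starting fluorescence stays within three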;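 also: channel opened by potassium depolarization with thallium stimulus after 20 min compound exposure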
TMEM16A inh: mouse TMEM16A channel inhibition, primary screen. Q8BHY3. 310,000 tested, 1.2% active. normalized B-score (activity score, 25-100; higher = stronger inhibition) at 10 µM. HEK293 TMEM16A/YFP iodide influx fluorescence, ionomycin;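 active = ratio plate-corrected score three or more library SD toward inhibition, starting fluorescence score within five deviations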;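 also: score derived from kinetic fluorescence span divided by baseline fluorescence per well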
ANO1 activ: activates or potentiates the mouse TMEM16A chloride channel; HEK293 TMEM16A/YFP-H148Q/I152L, iodide quench fluorescence; hits give low values; B-score at 10 µM; 340,000 tested, 0.3% active; AID 623877;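 active = fluorescence-ratio B-score plate-corrected deviation score at least 3 library SD below zero, with starting fluorescence score within 5 deviations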;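 also: channel opened by trigger with iodide after compound preincubation; score built on the fluorescence ratio of max minus min over baseline; more negative score means more quench and so TMEM16A activation or potentiation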
hERG rescue: hERG (human) protection from proarrhythmic block | 310,000 tested, 0.51% active | CHO-hERG, FluxOR thallium flux, dofetilide IC70 present | activation (rescue from dofetilide block), less the hit threshold, % at 10 µM | Q12809;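 active = activation above the mean of controls blocked by dofetilide plus 5 SD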;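 also: thallium influx through hERG after potassium depolarization seen as dye fluorescence rise; in these data hits start at about 4.7%; inactives centre near -7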
Active calls of the source: *; i = inactive; · = not tested or not shown. Compounds as they come; about 6.3% have a hit in one of these screens.

SMILES | SKKanGAS inh | RGS4 block | HDAC3 inh | KCNK9 inh | KCNK3 block | RGS4 pot | KCNQ1 act | KCNQ1 inh | TMEM16A inh | ANO1 activ | hERG rescue
Cc1ccc(C(=O)CCC2CCCC2=O)cc1 (stereo not drawn) | -0.1 | i | -12.2 | i | i | i | i | i | i | i | -0.4
COc1ccc(C(=O)Nc2cccc(S(C)(=O)=O)c2)cc1 | -7.2 | i | -0.3 | i | i | i | i | i | i | i | -9.8
Cc1ccccc1OCc1nc(-c2cccnc2)no1 | -2.3 | i | -4.1 | i | i | i | i | i | i | i | -5.5
O=[N+]([O-])c1cccc(/C=N/Nc2nc(C(Cl)(Cl)Cl)nc3ccccc23)c1 | 21.3 | i | 9.3 | i | i | i | i | i | i | i | -8.2
O=C1NC(c2cccs2)Nc2ccccc21 (stereo not drawn) | -3.4 | i | -3.0 | i | i | i | i | i | i | i | -8.9
COc1ccc(/C=N/Nc2nc(C)cc(=O)[nH]2)cc1OC | -4.0 | i | 2.9 | i | i | i | i | i | i | i | -8.1
O=C(CSc1nc2ccccc2[nH]1)Nc1nc(-c2cccc(Br)c2)cs1 | 80.2* | 7.7* | 4.9 | i | i | i | i | i | i | i | -5.7
CC1CCN(c2nc3c(N)ncnc3n2[C@@H]2O[C@H](CO)[C@@H](O)[C@H]2O)CC1 | 4.7 | i | -6.0 | i | i | i | i | i | i | i | -8.5
CC(=O)c1c(-c2ccccc2)c2cc([N+](=O)[O-])ccc2[nH]c1=O | -2.0 | i | · | i | i | i | 8* | i | i | i | -3.8
O=C(NCc1ccco1)C1CCCCC1 | 5.9 | i | -1.0 | i | i | i | i | i | i | i | -4.8
COc1ccc(-n2nc([N+](=O)[O-])c(=NCc3ccco3)n2O)cc1 | 7.6 | i | -5.9 | i | i | i | i | i | i | i | -4.8
O=C(Nc1ccccc1C(F)(F)F)c1ccc(CN2CCC(Cc3ccccc3)CC2)cc1 | -5.9 | i | -2.6 | i | i | i | i | i | i | i | -6.3
O=C(CCNc1ccccc1)c1cccc([N+](=O)[O-])c1 | -3.8 | i | 3.9 | i | i | i | i | i | i | i | -12.2
C/C(=N\N)c1c(-c2ccccc2)c2cc(C)ccc2[nH]c1=O | -4.3 | i | · | i | i | i | i | i | i | i | -13.6
COCc1cc(C)nc(OCC(=O)N/N=C/c2ccc(OC)c(OC)c2)c1C#N | -0.2 | i | 3.8 | i | i | i | i | i | i | i | 0.0
CN(C)C=NC(=O)c1cc(C(=O)c2ccc(F)cc2)c[nH]1 | 7.5 | i | 2.0 | i | i | i | i | i | i | i | -3.2
CCOc1ccccc1CNn1cnnc1 | -12.4 | i | -1.9 | i | i | i | i | i | i | i | -4.6
C/C(=N\NC(=O)C1(C)CC1(Br)Br)c1ccc(C)cc1C (stereo not drawn) | 2.7 | i | -9.5 | i | i | i | i | i | i | i | -10.8
CC1=NN(C(=O)c2ccc(Cn3cc(Br)c([N+](=O)[O-])n3)o2)C(O)(C(F)(F)F)C1 (stereo not drawn) | 0.8 | i | 3.9 | i | i | i | i | i | i | i | -7.2
N#CNC(=Nc1cccc(C(F)(F)F)c1)SCc1ccc(C(=O)O)cc1 | 5.1 | i | 4.2 | i | i | i | i | i | i | i | -4.3

Profiles, quoted from the list.
COCc1cc(C)nc(OCC(=O)N/N=C/c2ccc(OC)c(OC)c2)c1C#N is entered as SKKanGAS inh: -0.2; RGS4 block: i; HDAC3 inh: 3.8; KCNK9 inh: i; KCNK3 block: i; RGS4 pot: i; KCNQ1 act: i; KCNQ1 inh: i; TMEM16A inh: i; ANO1 activ: i; hERG rescue: 0.0
COc1ccc(/C=N/Nc2nc(C)cc(=O)[nH]2)cc1OC is entered as SKKanGAS inh: -4.0; RGS4 block: i; HDAC3 inh: 2.9; KCNK9 inh: i; KCNK3 block: i; RGS4 pot: i; KCNQ1 act: i; KCNQ1 inh: i; TMEM16A inh: i; ANO1 activ: i; hERG rescue: -8.1

Carrying on:
SMILES | SKKanGAS inh | RGS4 block | HDAC3 inh | KCNK9 inh | KCNK3 block | RGS4 pot | KCNQ1 act | KCNQ1 inh | TMEM16A inh | ANO1 activ | hERG rescue
Cc1cc(O)c(C(C)C)cc1NC(=O)c1ccc(Cl)cc1 | 2.4 | i | 1.3 | i | i | i | i | i | i | i | -10.4
C=CCn1c(SCc2nc3ccccc3c(=O)[nH]2)nc2ccccc2c1=O | -1.7 | i | 0.5 | i | i | i | i | i | i | i | -9.2
COC(=O)c1ccc(COc2ccccc2/C=C(\C#N)C(=O)Nc2c(C)cccc2C)cc1 | 23.9 | 5.62* | -4.1 | -13.2* | i | i | i | i | i | i | -12.8
Cc1ccc(C)c(NC(=S)NC(NC(=O)Cc2cccc3ccccc23)C(Cl)(Cl)Cl)c1 (stereo not drawn) | 27.6 | i | -5.2 | i | i | i | i | i | i | i | -2.2
CCCCC(CC)CNC(=O)C1CC=CCC1C(=O)O (stereo not drawn) | 0.3 | i | -6.1 | i | i | i | i | i | i | i | -10.2
O=C(Nc1cccc(NC(=O)c2cccnc2)c1)c1cccnc1 | -2.0 | i | -1.7 | i | i | i | i | i | i | i | 1.5
COc1ccc(N2CCN(C(=O)CSc3nnc4c(C)cc5c(C)cc(C)cc5n34)CC2)cc1 | 13.8 | i | 10.2 | i | i | i | i | i | i | i | -6.3
Cc1ccc(C(=O)NCCSC(C)(C)C)cc1[N+](=O)[O-] | -11.7 | i | -2.6 | i | i | i | i | i | i | i | -8.1
COCCN1Cc2cccc(C(=O)NCCc3ccccc3)c2C1=O | -1.5 | i | 3.2 | i | i | i | i | i | i | i | -4.5
CCCSc1nc(NCc2ccco2)c2c3c(sc2n1)COC(C)(CC)C3 (stereo not drawn) | 22.6 | i | 13.7 | -9.18* | i | i | i | i | i | i | -12.7
Cc1nnc(NC(=O)CSc2nc(CC(C)C)nc3c2c(=O)n(C)c(=O)n3C)s1 | -4.6 | i | 6.8 | i | i | i | i | i | i | i | -7.1
COCCN(C(=O)COC(=O)c1ccco1)c1c(N)n(Cc2ccccc2)c(=O)[nH]c1=O | -9.3 | i | -3.8 | i | i | i | i | i | i | i | -10.5
Cc1ccccc1N1C(=O)CC(Nc2ccc3c(c2)OCO3)C1=O (stereo not drawn) | 1.9 | i | 3.2 | i | i | i | i | i | i | i | -11.4
COc1ccc(-c2cnnn2-c2ccc(NC(=O)c3ccc(S(=O)(=O)N4CCCCC4)cc3)cc2)cc1 | 8.1 | i | 11.0 | i | i | i | i | i | i | i | -10.6
COc1ccc(C(C(=O)Nc2ccc3c(c2)OCO3)N(C)C(=O)Cc2c[nH]c3ccccc23)cc1 (stereo not drawn) | 2.2 | i | 5.5 | i | i | i | i | i | i | i | -9.4
Cc1cc(-c2ccc(C)c(S(=O)(=O)Nc3cccc(CN4CCCC4)c3)c2)on1 | 3.7 | i | 0.6 | i | i | i | i | i | i | i | -10.1
CCCCOC(=O)Cn1c(=O)n(CC(=O)OCCCC)c2cc(C)ccc21 | -0.8 | i | 7.6 | i | i | i | i | i | i | i | -6.8
O=C(c1cc(C(=O)N2CCOCC2)c2nc3ccccc3n2c1)c1ccccc1O | 4.3 | i | 0.1 | i | · | i | i | i | i | · | -10.8
COc1cc(C(=O)OCCN2CCOCC2)cc(OC)c1OC | 6.2 | i | -1.4 | i | i | i | i | i | i | i | 3.6
COc1ccc(N2C(=O)CCC(C(=O)Nc3ccccn3)C2c2ccc(OC)c(OC)c2)cc1 (stereo not drawn) | -1.3 | i | 3.9 | i | i | i | i | i | i | i | -11.1
COc1ccc(-c2nc3c(=O)n(C)c(=O)[nH]c3n2CCc2ccccc2)cc1 | -3.1 | i | -14.1 | i | i | i | i | i | i | i | -6.8
COc1ccc(S(=O)(=O)N2CCCC2=O)cc1N(C)S(C)(=O)=O | 2.7 | i | 1.4 | i | i | i | i | i | i | i | -2.2
Cc1ccc(CS(=O)(=O)c2ncc(Cl)c(C(=O)Nc3nnc(C)s3)n2)cc1 | 2.4 | i | · | i | i | i | i | i | i | i | -6.7
Cn1c(CCNC(=O)c2cccs2)nnc1SCC(=O)N1CCN(c2ccccc2)CC1 | 3.7 | i | -5.8 | i | i | i | i | i | i | i | -6.1
CS(=O)(=O)N(CC(=O)NCCSCc1cccc(Cl)c1)c1ccc(F)cc1 | 16.3 | i | -1.4 | i | i | i | i | i | i | i | -3.0
CC(NC(=O)Nc1ccc(F)cc1)c1ccc2c(c1)OCO2 (stereo not drawn) | 27.3 | i | 5.1 | i | i | i | i | i | i | i | 0.0
Cc1cc(NC(=O)C(C)SCC(=O)OC(C)C(=O)Nc2cccc(C#N)c2)no1 (stereo not drawn) | -3.7 | i | 1.4 | i | i | i | i | i | i | i | -4.3
O=C(Nc1ccc(Nc2ccccc2)cc1)c1cccc(F)c1 | 1.3 | i | 14.5 | i | i | i | i | i | i | i | -3.1
COc1ccc(S(=O)(=O)NC2CC(=O)N(c3ccc(C)c(C)c3)C2)cc1C (stereo not drawn) | -7.3 | i | 2.4 | i | i | i | i | i | i | i | -10.5
O=C(CSc1nc2ccccc2n1Cc1ccc(Cl)cc1)N/N=C/c1ccccc1C(=O)O | 18.1 | i | 6.5 | i | i | i | i | i | i | i | -26.8
CN1CCN(C2OC(=O)c3ccccc32)CC1 (stereo not drawn) | 15.6 | i | -4.0 | i | i | i | i | i | i | i | -11.4
O=C(CSC1=Nc2ccccc2C2=NC(CC(=O)NC3CCCCC3)C(=O)N12)NCc1ccco1 (stereo not drawn) | -5.8 | i | -5.2 | i | i | i | i | i | i | i | -3.1
CCCS(=O)(=O)c1nc(S(=O)(=O)c2ccc(C)cc2)c(NCc2ccc3c(c2)OCO3)s1 | 3.5 | i | 2.0 | i | i | i | i | i | i | i | -8.1
Cc1cc(C)n(Cc2cccc(F)c2)c(=O)c1C#N | -11.0 | i | 8.6 | i | i | i | i | i | i | i | -7.0
CCCC/C(C)=N\NC(=O)CNS(=O)(=O)c1ccc([N+](=O)[O-])cc1 | 2.8 | i | -4.2 | i | i | i | i | i | 25* | i | -3.3
Nc1cccc(S(=O)(=O)Nc2ccc(Br)cc2)c1 | 3.0 | i | 1.5 | i | i | i | i | i | i | i | -5.6
CSc1nc2n(n1)C(c1cc(Br)ccc1F)C(C(=O)N(C)C)=C(C)N2 (stereo not drawn) | 14.4 | i | 0.4 | i | i | i | i | i | i | i | -10.7
CCOc1cnc(-c2c(-c3c(Cl)cccc3Cl)noc2C)o1 | 4.6 | i | 7.3 | i | i | -8.54* | i | i | i | i | -11.1
